Screening results (PubChem)
DENV2 CPE rescue: protects cells from dengue virus 2 cytopathic effect; CPE inhibition, % at 9.99 µM; DENV2-infected cells, cytopathic effect rescue, plate reader; 350,000 compounds, 1.7% hits; in the data active = CPE inhibition above about 20%, passing the limit was not always enough; inconclusive = no clear call, values can overlap the other calls; tested in BHK-21 cells;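 note: 0% = median of neutral control wells and 100% = median of positive control wells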
F508del corr: CFTR F508del correction in bronchial cells | CFBE cells, YFP halide quenching; stimulated with forskolin plus potentiator P3; % fluorescence drop versus neutral controls | activity (quench increase), % at 7.58 µM | 350,000 compounds, 0.36% hits | AID 720511;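 active = mean added fluorescence quench of at least 8% versus neutral control, with both replicates also reaching 8%; inconclusive = only one of the mean or replicate conditions met; inactive = mean below 8% and not both replicates reaching 8%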;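 note: cells transiently co-express mutant CFTR-F508del with the halide-sensitive YFP; corrector assay measuring rescue of mutant channel to the surface after 24 h compound exposure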
E-sel inducer: E-selectin induction on HUVECs; AID 686992; P16581; 260,000 compounds, 0.37% hits; HUVEC E-selectin immunofluorescence imaging; normalized: neutral wells 0, TNF-alpha wells 100; activation, % at 7.58 µM;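 active = mean E-selectin-positive cell signal at least 10% of the positive control, reached in at least 60% of replicates, without over 20% cell loss; inconclusive = no rule given, readout overlaps actives, possibly toxicity-flagged; inactive = the rest, including those meeting only one limit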;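 note: in these data hits start at about 27%; measured in HUVEC primary endothelial cells; signal is the percent of cells scored E-selectin positive by PE staining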
Target sequence (P16581 whole entry, looked up): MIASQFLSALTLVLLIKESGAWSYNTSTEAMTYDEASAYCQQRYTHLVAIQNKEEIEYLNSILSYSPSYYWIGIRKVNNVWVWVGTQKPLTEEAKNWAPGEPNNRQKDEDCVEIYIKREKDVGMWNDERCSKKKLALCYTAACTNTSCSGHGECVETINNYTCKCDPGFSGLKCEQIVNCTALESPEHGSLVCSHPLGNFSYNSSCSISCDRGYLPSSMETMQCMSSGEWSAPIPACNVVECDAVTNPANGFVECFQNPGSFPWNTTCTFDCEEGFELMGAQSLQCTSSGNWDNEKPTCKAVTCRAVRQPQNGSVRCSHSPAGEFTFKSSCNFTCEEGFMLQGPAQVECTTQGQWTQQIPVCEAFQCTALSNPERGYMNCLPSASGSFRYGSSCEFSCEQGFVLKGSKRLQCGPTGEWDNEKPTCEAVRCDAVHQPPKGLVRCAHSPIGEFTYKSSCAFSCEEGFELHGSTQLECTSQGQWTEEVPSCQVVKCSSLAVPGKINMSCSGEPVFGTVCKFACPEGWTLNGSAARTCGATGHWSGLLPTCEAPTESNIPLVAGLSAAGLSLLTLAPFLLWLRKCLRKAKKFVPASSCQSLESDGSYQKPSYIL
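Assay system: HUVEC primary endothelial cells. Input: 3,000 HUVEC seeded per well. Doses: one compound dose added by pin transfer. Read-out basis: % PE-positive cells. Benchmarks: TNF-alpha high, DMSO low. Detection: immunofluorescence imaging. Buffer or medium: EGM-2, gelatin.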
XiGFP reactiv: X-chromosome reactivation activator; 360,000 compounds, 0.055% hits; XiGFP mouse fibroblasts, % GFP-positive cells imaging, 3 d; cells co-treated with 5-aza-dC sensitizer; scaled so ellipticine positive control = 100%; activation, % at 7.58 µM;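 active = mean normalized replicate activation at least 10% and every replicate at or above 10%; inconclusive = only one of the two criteria met; inactive = mean below 10% and not all replicates reach 10%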;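 note: 0% = median of on-plate neutral control wells and 100% = ellipticine 6 µM median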
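material = 68-5-11 XiGFP fibroblast line | medium = DMEM plus 5-aza-dC sensitizer | schedule = 3 days compound exposure | benchmarks = positive control ellipticine, 6 µM final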
Casp6 inh: caspase-6 (human) enzyme inhibition. P55212. purified caspase-6, Z-VEID-R110 cleavage fluorescence. inhibition, % at 12.5 µM. 350,000 compounds, 0.53% hits. AID 686996;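 active = mean inhibition across replicates at least about 35%, with every replicate also reaching that limit, limit read from the data; inconclusive = only one of the two criteria met; inactive = neither criterion met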;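 note: 0% = median of neutral control wells and 100% = no fluorescence left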
Target sequence (P55212 24-179 limits assumed): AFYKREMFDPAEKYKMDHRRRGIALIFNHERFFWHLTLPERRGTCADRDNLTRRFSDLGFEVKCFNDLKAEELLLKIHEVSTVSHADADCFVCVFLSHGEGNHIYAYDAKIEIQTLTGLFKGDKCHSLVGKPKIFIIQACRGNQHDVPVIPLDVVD
Target sequence (P55212 194-293 limits assumed): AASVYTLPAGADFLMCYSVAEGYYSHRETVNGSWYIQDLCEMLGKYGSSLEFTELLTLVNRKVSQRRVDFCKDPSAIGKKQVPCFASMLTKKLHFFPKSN
RAD52 anneal inh: blocks human RAD52 DNA annealing; 360,000 compounds, 0.46% hits; AID 651710; recombinant RAD52 DNA annealing, FRET fluorescence; inhibition, % at 18.7 µM; P43351;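 active = every replicate showing at least 50% inhibition; inconclusive = mean inhibition at least 50% but not in every replicate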
RAD54 inh: blocks human RAD54 Holliday junction branch migration; Q92698; FAM/BHQ fluorescence; inhibition, % at 10.4 µM; 360,000 compounds, 0.14% hits; AID 602329;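 active = mean normalized replicate activity at least 40 and at least half of replicates scoring 40 or more; inconclusive = only one of the two criteria met; inactive = mean below 40 and under half of replicates reaching 40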;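 note: 0% = median of neutral control wells and 100% = median of positive control wells; inhibitors cause a drop in the FAM fluorescence signal; in these data hits start at about 50%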
INS-1E GSIS act: GLuc luminescence reporter in INS-1E cells, primary screen for activators of glucose-dependent secretion of insulin; INS-1E GLuc reporter insulin secretion, 2-3 h; activation, % at 16.6 µM; 370,000 compounds, 0.61% hits; AID 743287;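 active = lowest replicate activation of at least 40%, so every replicate reaches that level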;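 note: 0% = median of neutral control wells and 100% = median of IBMX positive control wells; some compounds called inactive have numbers as strong as hits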
* hit, by the source's call; ? = inconclusive; . = no result given.

SMILES | DENV2 CPE rescue | F508del corr | E-sel inducer | XiGFP reactiv | Casp6 inh | RAD52 anneal inh | RAD54 inh | INS-1E GSIS act
COc1ccccc1S(=O)(=O)N1C[C@@H](O)COC[C@@H]2O[C@@H](CC(=O)O)CC[C@H]21 | 4 | -1.2 | 0.2 | 0.0 | 5 | 21 | 11 | 1
O=C(c1ccc([N+](=O)[O-])cc1[N+](=O)[O-])N1CCCC1 | 6 | 2.6 | . | 0.3 | 3 | -10 | -1 | -1
COc1cc(OC)c(S(=O)(=O)Nc2ccc(C(=O)O)cc2)cc1S(=O)(=O)Nc1ccc(C(=O)O)cc1 | 3 | -3.0 | 0.1 | 0.0 | -2 | -7 | 1 | 7
CC(C)COCc1ccc(O)c2ncccc12 | -2 | 2.4 | . | 0.0 | -2 | -2 | . | 5
CN(C)S(=O)(=O)c1ccc(Cl)c(C(=O)Nc2ccc(S(=O)(=O)N3CCOCC3)cc2)c1 | ? | -0.4 | . | 0.1 | 1 | -11 | 2 | -13
Cc1noc(C)c1S(=O)(=O)Nc1ccc2c(c1)CC(=O)N([C@H](C)CO)C[C@H](C)[C@@H](CN(C)C(=O)Nc1ccc(C(F)(F)F)cc1)O2 | -4 | 3.5 | 0.5 | 0.0 | -2 | 16 | -16 | -23
CC(=O)Nc1ccc(S(=O)(=O)NCCC(=O)Nc2ccc(C)c(Cl)c2)cc1 | -10 | 2.9 | -1.2 | -0.1 | 4 | -20 | -3 | -14
CCOC(=O)C1=CN(Cc2cccc(F)c2)S(=O)(=O)N(CC)C1CCc1ccccc1 (configuration not stated) | 17 | 3.1 | . | 0.0 | -1 | -7 | 7 | -8
COc1ccc(-c2cc(C(F)(F)F)nc(SCCC(=O)N3CCN(C)CC3)n2)cc1 | . | -3.2 | 0.2 | -0.2 | -2 | -12 | . | -2
C[C@H](CO)N1C[C@H](C)[C@@H](CN(C)Cc2ccncc2)OCCCC[C@H](C)Oc2ccc(NC(=O)NC3CCCCC3)cc2C1=O | -12 | -0.5 | 0.2 | 0.0 | 2 | 1 | 1 | -1
Cc1cc(C(=O)NCc2ccc(C(=O)O)o2)c(C)o1 | 12 | 0.5 | . | . | 27 | -32 | -15 | -3
COc1ccc(C23CC4CC(CC(C4)C2)C3)cc1C(=O)NCCN(C)C | -9 | -9.5 | . | 0.2 | -95 | 39 | 10 | 81
CCOC(=O)c1cc2sccc2n1CC(=O)O | . | -2.2 | . | . | 3 | -14 | 12 | 18
OC[C@@H]1[C@H](c2ccc(-c3ccccc3F)cc2)[C@H]2CN(Cc3cccnc3)CCCCN12 | -5 | -0.6 | -0.2 | 0.4 | -10 | -7 | 7 | -8
Cc1cc(NC(=O)CSc2nnc(C3CC3)n2N)c([N+](=O)[O-])cc1C | -3 | -2.8 | 4.1 | 0.0 | 0 | -8 | 11 | -6
CCOC(=O)N1CCC(N2Cc3cccc(C(=O)N4CCN(c5cccc(Cl)c5)CC4)c3C2=O)CC1 | -3 | 1.4 | . | 0.5 | 5 | -10 | 0 | -19
COCC(=O)N(C)C[C@@H]1Oc2ncc(C#Cc3ccncc3)cc2C(=O)N([C@H](C)CO)C[C@@H]1C | 1 | -1.1 | 0.5 | 0.2 | 3 | -13 | -1 | 2
COc1cccc(C(C(=O)NC2CCCC2)N2CCN(c3cc(C)nc4ccccc34)CC2)c1OC (configuration not stated) | -7 | 0.0 | -0.2 | -0.1 | 0 | -2 | . | 6
CC(C)(C)c1ccc(C(=O)NC(=S)Nc2nc3c(s2)CCCC3)cc1 | . | -3.8 | . | 0.1 | -3 | -2 | 7 | 6
CCN(CC)C1CC(=O)N(c2ccc(Br)cc2)C1=O (configuration not stated) | -3 | 1.5 | . | 0.3 | 1 | 1 | -14 | -8
CC(C)(C)Nc1ncnc2sc(-c3ccccc3)cc12 | -5 | 2.7 | 0.4 | 0.0 | 0 | -19 | -2 | 10
CC(=O)Nc1ccc(S(=O)(=O)N2CCC(C(=O)NCCc3c[nH]c4ccccc34)CC2)cc1 | 2 | 5.9 | 13 | 0.1 | -2 | -14 | -6 | -8
COc1cc(C(=O)Nc2ccc(S(=O)(=O)Nc3nccc(C)n3)cc2)c([N+](=O)[O-])cc1OC | -1 | -0.3 | -0.4 | 1.4 | 1 | -15 | -3 | 32
CCOc1ccccc1N(C)C(=O)c1sc2ncn(CC(=O)N3CCCCC3C)c(=O)c2c1C (configuration not stated) | -5 | 1.6 | . | 0.0 | -1 | -9 | 0 | -14
CC(C)c1ccc(S(=O)(=O)N2CCC(C(=O)N3CCN(c4cccc(Cl)c4)CC3)CC2)cc1 | ? | 4.0 | . | -0.1 | -1 | -14 | -8 | -3
Additional compounds follow:
SMILES | DENV2 CPE rescue | F508del corr | E-sel inducer | XiGFP reactiv | Casp6 inh | RAD52 anneal inh | RAD54 inh | INS-1E GSIS act
CCOC(=O)N1CCN(C(=O)c2ccc3oc(CCCc4ccccc4)nc3c2)CC1 | -5 | -5.6 | -0.1 | 0.1 | 0 | -1 | 8 | -21
C/C=C/c1cccc(-c2nc(C(=O)NCc3ccncc3)cc3c2[C@H](CCO)N([S@@](=O)C(C)(C)C)C3)c1 | 4 | -0.6 | 0.1 | 0.0 | 1 | -10 | 8 | -5
CCc1onc(C)c1C(=O)Nc1cc(C)ccc1OC | . | . | . | . | -1 | 14 | -8 | 9
CC(C(=O)NCC1(c2ccccc2)CCOCC1)N1CCOCC1 (configuration not stated) | -5 | -3.0 | 0.0 | -0.1 | 0 | 6 | . | -3
COc1ccc(S(=O)(=O)Nc2ccc3oc4ncccc4c(=O)c3c2)cc1OC | -3 | 1.3 | -0.3 | -0.1 | 1 | -7 | . | 14
COc1ccc(/C=N/NC(=O)c2ccc(-c3ccccc3)cc2)cc1O | 10 | . | 2.2 | -0.1 | -2 | -4 | . | 7
OCCNc1nc(Nc2ccccc2Oc2ccccc2)nc(N2CCCC2)n1 | -3 | 4.5 | 0.0 | 0.0 | 3 | -11 | 9 | .
CC1CCCCC1NC(=O)c1ccncc1 (configuration not stated) | -4 | -2.4 | -0.9 | 0.4 | 0 | -3 | -5 | 9
CC(C)CN(C(=O)c1cccc(S(=O)(=O)N2CCN(C)CC2)c1)C1CCS(=O)(=O)C1 (configuration not stated) | ? | -0.3 | . | 0.2 | -1 | -7 | . | 23
O=C(C[C@H]1C[C@H]2c3cc(NC(=O)C4CCC4)ccc3O[C@H]2[C@H](CO)O1)NCc1ccccc1F | -3 | 2.1 | 0.3 | 0.1 | 0 | -8 | 3 | -13
CCn1c(SCC(=O)NNC(=S)Nc2ccccc2)nnc1-c1ccc(Cl)cc1 | -5 | . | . | 0.3 | 1 | -2 | -2 | -2
O=S(=O)(Nc1cccc(-c2cn3c(n2)SCC3)c1)c1cccs1 | -3 | 2.5 | 2.1 | 0.0 | -1 | -39 | . | 2
O=S(=O)(c1ccccc1Br)N1CCC(O)(c2cccnc2)CC1 | 3 | -4.5 | -0.1 | 0.0 | -4 | -9 | . | 8
COc1ccc(OC2C(=O)N(Cc3ccc4c(c3)OCO4)C2c2cccs2)cc1 (configuration not stated) | -6 | . | . | . | 1 | -8 | -5 | -24
Cc1c(O)ccc2c(CN3CCN(Cc4ccccc4)CC3)cc(=O)oc12 | 2 | -1.2 | -0.1 | 0.1 | 1 | -23 | 4 | 18
COc1cc(/C=C2\SC(=O)N(CC(=O)Nc3cccc(C)c3)C2=O)ccc1OC(C)C(=O)O (configuration not stated) | -7 | . | . | 0.1 | 2 | -27 | -9 | -9
O=C(C1CC(=O)N(c2ccc3c(c2)OCCO3)C1)N1CCN(S(=O)(=O)c2ccccc2F)CC1 (configuration not stated) | ? | -1.8 | -0.2 | 0.0 | 4 | -23 | 8 | -5
CC(C)NC(=O)Nc1ccc2c(c1)C(=O)N([C@@H](C)CO)C[C@@H](C)[C@@H](CN(C)C(=O)Nc1ccc(C(F)(F)F)cc1)OCCCC[C@H](C)O2 | 11 | 0.0 | -0.3 | 0.1 | 2 | -9 | 3 | -10
O=C(c1ccc(F)cc1)N1CCCC(C(=O)N2CCCCC2)C1 (configuration not stated) | 2 | 2.0 | . | 0.0 | 1 | -9 | 3 | -3
COc1cccc(C(=O)NCC(=O)OCC(=O)NC2CCCCC2)c1 | 15 | 2.9 | -0.6 | 0.0 | 0 | -31 | -7 | -9
CC(O)c1cccc(NC(=O)CCC(=O)O)c1 (configuration not stated) | 7 | -0.8 | . | . | 0 | -10 | -3 | 3
O=C(NC1CCCC1)C(c1ccc(F)cc1)N(Cc1ccccc1)C(=O)c1csnn1 (configuration not stated) | 11 | 4.2 | 0.0 | 0.0 | 4 | -9 | -24 | -29
c1ccc(CCN(Cc2ccccc2)C2CCN(C3CCCC3)CC2)cc1 | 3 | 2.8 | 0.1 | -0.1 | -3 | -8 | . | 9
CCCCn1c(N)c(N(CC(C)C)C(=O)c2ccc(N3C(=O)c4ccccc4C3=O)cc2)c(=O)[nH]c1=O | 5 | -4.6 | -0.1 | 0.1 | -4 | -16 | 9 | 19
COc1ccc(S(=O)(=O)N(C)C[C@H]2Oc3ccc(NS(=O)(=O)c4ccc(C)cc4)cc3C(=O)N([C@H](C)CO)C[C@@H]2C)cc1 | 12 | 4.0 | 4.9 | 0.4 | -1 | 2 | . | 2
O=C1OCc2cc(NS(=O)(=O)c3cccs3)ccc21 | -2 | 3.2 | . | . | 3 | -1 | -16 | -2
CCCN1[C@@H]2Cn3c(ccc(C4=CCCC4)c3=O)[C@H]1[C@@H](C(=O)NCc1ccccn1)[C@@H]2CO | -9 | -4.3 | 0.7 | 0.1 | 3 | -25 | -4 | 6

Structures listed so far with a COOH group, in the order listed:
SMILES | DENV2 CPE rescue | F508del corr | E-sel inducer | XiGFP reactiv | Casp6 inh | RAD52 anneal inh | RAD54 inh | INS-1E GSIS act
COc1ccccc1S(=O)(=O)N1C[C@@H](O)COC[C@@H]2O[C@@H](CC(=O)O)CC[C@H]21 | 4 | -1.2 | 0.2 | 0.0 | 5 | 21 | 11 | 1
COc1cc(OC)c(S(=O)(=O)Nc2ccc(C(=O)O)cc2)cc1S(=O)(=O)Nc1ccc(C(=O)O)cc1 | 3 | -3.0 | 0.1 | 0.0 | -2 | -7 | 1 | 7
Cc1cc(C(=O)NCc2ccc(C(=O)O)o2)c(C)o1 | 12 | 0.5 | . | . | 27 | -32 | -15 | -3
CCOC(=O)c1cc2sccc2n1CC(=O)O | . | -2.2 | . | . | 3 | -14 | 12 | 18
COc1cc(/C=C2\SC(=O)N(CC(=O)Nc3cccc(C)c3)C2=O)ccc1OC(C)C(=O)O (configuration not stated) | -7 | . | . | 0.1 | 2 | -27 | -9 | -9
CC(O)c1cccc(NC(=O)CCC(=O)O)c1 (configuration not stated) | 7 | -0.8 | . | . | 0 | -10 | -3 | 3
